TDP-43 yeast inh: qHTS of TDP-43 Inhibitors. TDP-43 expressing yeast growth rescue, BacTiter-Glo, 24 h. 1.8% of 410,000 active. Potency, µM (doses to about 46.1 µM), without a hit: at the top dose growth rescue (activation), most hits filed as activators; also: potency is read from the fitted curve at half-maximal effect; % of control where 0% means no effect; nearly all actives have a fitted effect of over 50% in size
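Luminescence from BacTiter-Glo reports growth of TDP-43-expressing yeast after 24 hr at 30 deg C with compound. Cells were raffinose-pregrown to mid-log, then seeded in galactose medium at OD600=0.02.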
D3 ag: qHTS of D3 Dopamine Receptor Agonist: qHTS. D3R DiscoveRx beta-arrestin cells, luminescence, 90 min. max activation, %. 0.58% of 410,000 active; in the data active = max activation above about 30%; also: 0% is about no effect; mostly tested at two doses, the higher about 12 µM
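Agonist mode: compounds and dopamine controls were applied to plated cells for 90 min at 37 degrees C after an overnight attachment at 1500 cells/well. Luminescent read-out followed 30 - 60 minutes at room temperature with DiscoveRx detection reagent.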
aSyn yeast inh: qHTS of alpha-syn Inhibitors; 0.14% of 370,000 active; Potency, µM (doses to about 46.1 µM), inactives show at the highest dose growth rescue (activation), hits mostly activators; AID 652106, 2013; Yeast expressing alpha-synuclein, growth rescue, BacTiter-Glo, 24 h; also: potency is read from the fitted curve at half-maximal effect; % of control where 0% means no effect; nearly all actives have a fitted effect of over 65% in size
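Rescue of yeast growth: cells expressing toxic alpha-synuclein, induced in galactose at OD600 0.02, incubated with compound 24 h at 30 C. ATP luminescence quantified growth; inhibitors of toxicity appear as activators.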
EPAC2 antagonist: qHTS for Antagonist of cAMP-regulated guanine nucleotide exchange factor 2 (EPAC2): primary screen; EPAC2 GEF exchange of Rap1B-BODIPY-GDP, fluorescence; Potency, µM (titrated, usually from 114 µM), for inactives: at the top dose activity, negative = inhibition, most hits filed as inhibitors; 0.18% of 360,000 active; AID 720708, 2013; also: potency is read from the fitted curve at half-maximal effect; % is scaled to controls: 0 for no effect and ±100 for the full control effect; nearly all actives have a fitted effect of over 45% in size; many of its hits are not listed in these tables
Target sequence (Q8WZA2 whole entry, looked up): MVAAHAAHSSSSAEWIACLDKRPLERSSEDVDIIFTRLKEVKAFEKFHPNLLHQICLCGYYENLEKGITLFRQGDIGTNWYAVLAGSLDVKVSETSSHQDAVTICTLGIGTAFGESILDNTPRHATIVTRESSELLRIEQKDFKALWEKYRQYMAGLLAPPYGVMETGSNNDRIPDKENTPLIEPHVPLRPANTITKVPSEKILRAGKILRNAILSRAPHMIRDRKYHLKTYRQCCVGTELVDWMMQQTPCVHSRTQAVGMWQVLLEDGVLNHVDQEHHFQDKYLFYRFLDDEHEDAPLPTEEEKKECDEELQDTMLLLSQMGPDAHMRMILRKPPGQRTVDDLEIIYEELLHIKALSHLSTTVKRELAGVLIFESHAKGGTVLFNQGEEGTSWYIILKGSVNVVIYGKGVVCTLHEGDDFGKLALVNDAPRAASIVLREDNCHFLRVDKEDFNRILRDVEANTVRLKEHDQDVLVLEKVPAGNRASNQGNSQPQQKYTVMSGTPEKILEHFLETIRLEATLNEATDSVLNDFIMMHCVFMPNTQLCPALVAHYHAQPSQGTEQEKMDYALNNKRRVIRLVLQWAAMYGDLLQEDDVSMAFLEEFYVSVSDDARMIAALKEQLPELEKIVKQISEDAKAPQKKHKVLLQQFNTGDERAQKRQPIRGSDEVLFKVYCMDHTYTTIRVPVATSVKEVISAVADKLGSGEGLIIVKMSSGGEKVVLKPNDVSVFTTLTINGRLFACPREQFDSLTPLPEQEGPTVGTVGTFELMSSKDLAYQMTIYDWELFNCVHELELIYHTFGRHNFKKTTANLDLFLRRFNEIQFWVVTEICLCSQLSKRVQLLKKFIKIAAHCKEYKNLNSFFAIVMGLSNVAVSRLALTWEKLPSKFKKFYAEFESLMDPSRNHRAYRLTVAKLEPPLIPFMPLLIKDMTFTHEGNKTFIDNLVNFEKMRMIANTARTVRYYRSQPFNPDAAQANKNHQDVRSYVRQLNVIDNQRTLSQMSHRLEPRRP
FUS yeast rescue: qHTS for Suppressors of FUS Proteinopathy: Primary screen using FUS-linked yeast assay; S. cerevisiae FUS-expressing, growth rescue, OD600, 24 h; Potency, µM (series often up to 76.6 µM), for the others: top-dose growth rescue (activation), usual class: activators; 0.24% of 390,000 active; AID 1347120, 2019;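 also: potency is read from the fitted curve at half-maximal effect; plate controls were DMSO vehicle for no effect and reference control for full effect; nearly all actives have a fitted effect of over 55% in size; some results filed as inactive show a strong effect at the top dose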
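Toxicity suppression screen in FUS-yeast. Cells induced with 2% galactose, starting OD 0.005, treated 24hr at 30C with compounds at multiple final concentrations; growth by OD600.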
DRD3 antagonist: qHTS of D3 Dopamine Receptor Antagonist: qHTS; 2.5% of 360,000 active; D3R cells, DiscoveRx beta-arrestin luminescence, antagonist mode; hits give low values; max response, negative = inhibition, %; AID 652054, 2013; D(3) dopamine receptor (Homo sapiens), P35462; in the data active = max response below about -50%; inconclusive = no clear call, values can overlap the other calls; also: % is scaled to controls: 0 for no effect and ±100 for the full control effect; mostly tested at two doses, the higher about 12 µM
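Cells plated overnight at 1500 cells/well, then exposed to library compounds with dopamine controls for 90 minutes at 37 degrees C. DiscoveRx reagent added for 30–60 minutes at room temperature; luminescence read, quantitative HTS format.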
Abeta rescue: qHTS for compounds that reverse cellular toxicity of Amyloid beta (A-beta) peptide in yeast: Primary Screen | yeast expressing A-beta42, growth rescue, OD600, 48 h; response scale: 0% DMSO, 100% iron-clioquinol control | Potency, µM (titrated, usually from 46.1 µM), without a hit: top-dose growth rescue, most hits filed as activators | 0.063% of 410,000 active; also: potency is read from the fitted curve at half-maximal effect; nearly all actives have a fitted effect of over 55% in size
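Yeast A-beta toxicity model in growth medium with pinned compounds, 48 h at 30 C; growth read as absorbance at 600 nm. Normalized to FeCl3/clioquinol equimolar mix (positive) and DMSO (negative).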
EPAC2 ag: qHTS for Agonist of cAMP-regulated guanine nucleotide exchange factor 4 (EPAC2): primary screen; Rap guanine nucleotide exchange factor 4 (Homo sapiens), Q8WZA2; EPAC2 activation, biochemical qHTS; response scale: 100% = 6.5 mM cAMP response; Potency, µM (top dose mostly 154 µM), for the others: at the top dose activation, actives largely listed as activators; 0.079% of 360,000 active; AID 720711, 2013; also: potency is read from the fitted curve at half-maximal effect; nearly all actives have a fitted effect of over 50% in size
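Guanine nucleotide exchange by EPAC2 is measured as reduced fluorescence of BODIPY-GDP once it is released from 250 nM Rap1B. Plates are read kinetically for 30 min at room temperature; results are scaled to 6.5 mM cAMP.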
* marks the source's active call; other numbers are inactive results; ? = inconclusive; · = not tested or not shown; & = joins results of further samples; [ ] = another dose, or the depositor's remark. Unless noted, calls follow the shape of the dose curve; as a rule, active = well fitted curve in the direction sought with a large enough effect; inconclusive = small, poorly fitted or top-dose-only effect, or another doubt; inactive = no such curve, though single readings can be large; an effect the other way counts as inactive or inconclusive. Only part of the results is shown; rates above refer to the full screens.

SMILES | TDP-43 yeast inh | D3 ag | aSyn yeast inh | EPAC2 antagonist | FUS yeast rescue | DRD3 antagonist | Abeta rescue | EPAC2 ag
CN(CC1CCCN(CCc2cccc(C(F)(F)F)c2)C1)C(=O)c1cc2ccccc2o1 (stereo unspecified) | 9% | -21 | 7% | -19% | -13% | -74* | 7% | -3%
S=c1[nH]nc(C2CCCCC2)n1/N=C/C=C/c1ccccc1 | -15% | -12 | ? | -25% | · | -9 | 14% | 4%
CCCC(=O)Nc1nnc(CCN2CCCCC2)s1 | ? | -4 | -11% | -6% | 11% | -13 | 4% | 4%
O=C(Nc1cc(Cl)ccc1O)C1CC(c2c(F)cccc2Cl)=NO1 (stereo unspecified) | 13% | 5 | 0% | -17% | -6% | -10 | 0% | 4%
CC(OC(=O)c1cccc(-n2cnnn2)c1)c1nc2ccccc2c(=O)[nH]1 (stereo unspecified) | -10% | 7 | 12% | 5% | -5% | 1 | -14% | 5%
CC1CCCN(C2(O)C(=O)Nc3ccc([N+](=O)[O-])cc32)C1 (stereo unspecified) | 8% | 0 | -2% | 9% | -22% | -5 | 5% | 4%
COc1ccc(NC(=O)CN(C)S(=O)(=O)c2ccc3c(c2)CC(C)N3C(C)=O)c(OC)c1 (stereo unspecified) | 0% | -4 | 5% | 4% | -4% | -3 | -2% | 10%
CCOC(=O)c1nc(Nc2ccc(C(=O)OC)cc2)c2ccccc2n1 | 0%&20% | 4&5 | 1% | 6% | 3%&-9% | 63 | -18%&21% | -79%[inhibitor][15.6 µM]
CSC[C@H]1CN(c2ccccc2)C(=O)[C@@H]1CC(=O)Nc1ccc(Br)cc1 | 5% | 1 | 9% | 2% | 10% | -7 | 15% | 7%
C=CCNC(=O)c1ccccc1NS(=O)(=O)c1ccc(SC)cc1 | -15% | 2 | 12% | -2% | 9% | -18 | -2% | 9%
CC(=O)N/C(N)=N/c1nc(=O)c2ccccc2s1 | 7% | -3 | 6% | 0% | -3% | 2 | 5% | 2%
CCc1ccc2[nH]c(=O)c(CN(CCN(CC)CC)C(=O)Nc3ccccc3OC)cc2c1 | 9% | -5 | 2% | 0% | 13% | ? | 14% | 7%
CC(C)(C)OC(=O)C[C@H]1C/C=C\C[C@H](CC(=O)N[C@H](CO)Cc2ccccc2)C(=O)N[C@H](Cc2ccccc2)COC1=O | 15% | -10 | 10% | 14% | 20% | -4 | 2% | -12%
COC(=O)c1ccc(CSc2nnc(CNC(=O)c3cccs3)o2)o1 | 6% | -1 | 1% | 12% | 15% | -17 | -7% | 8%
Cc1c(Cl)cccc1NC(=O)NCc1ccccn1 | 5% | -6 | -12% | -2% | 4% | -24 | 1% | 2%
Cc1nc2cc(NC(=O)CSc3nc4c(C)cccc4cc3C#N)ccc2s1 | -9% | -3 | -9% | -6% | 0% | -18 | 15% | 10%
C#CCOCCOCCOCCNc1nc(N2CCN(C(=O)[C@H](CO)n3cc([C@@H](N)C(C)C)nn3)CC2)nc(N2CCN(C(=O)[C@H](CCC(=O)O)n3cc([C@@H](N)[C@H](C)CC)nn3)CC2)n1 | 16% | -8 | 2% | 5% | 8% | -27 | 7% | 0%
Cc1ccc(S(=O)(=O)NCc2ccccc2)cc1C(=O)NCCc1ccc(S(N)(=O)=O)cc1 | -20% | -11 | -5% | 8% | 1% | 1 | -16% | 2%
CCC(CC)Nc1ccc(C(CC(N)=O)NC(=O)c2ccccc2)cc1[N+](=O)[O-] (stereo unspecified) | 4% | -13 | -3% | -20% | 11% | -6 | -8% | -2%
CC(NC(=O)/C(C#N)=C/c1ccc(N2CCOCC2)cc1)c1ccccc1 (stereo unspecified) | -3% | -4 | 9% | -3% | 37% | -8 | -19% | ?
CC(=O)N1CCc2c(sc(NC(=O)CN3C(=O)c4ccccc4C3=O)c2C(N)=O)C1 | 2% | -3 | 0% | -1% | 8% | -3 | -3% | 3%
Cc1cc(N2CCC(C)CC2)nc(-n2nc(C)cc2C)n1 | 1% | -15 | -9% | -2% | -4% | ? | 32% | 0%
COc1ccc(Cc2c(C3CCCCC3)nc3c4ccccc4ccn23)c(C)c1 | 10% | 5 | 4% | -12% | 2% | 10 | -9% | 11%
O=C(N1CCCCC1)C1(S(=O)(=O)c2ccccc2)CC=CC1 | 17% | 9 | 0% | 3% | 6% | ? | -5% | 4%
Cc1ccc(S(=O)(=O)NCc2nc(-c3cccc(C)c3)no2)cc1 | 10% | -13 | · | · | 6% | · | -20% | ·
CCCn1c(=O)c2sccc2n2c(CCCC(=O)N3CCN(c4ccccc4OC)CC3)nnc12 | 6% | 3 | · | · | -19% | · | -12% | ·
Cc1ccsc1-c1ccnc(-n2cccc2)n1 | 20% | -3 | -7% | 7% | · | -20 | 0% | 5%
CCOC(=O)c1cnc2c(ccc3ccccc32)c1Nc1ccc(C(C)=O)cc1 | 24% | 7 | · | · | -22% | · | -3% | ·
Cc1ccc(Nc2c(-c3cccnc3)nc3ccc(C)cn23)cc1 | 5% | 6 | · | · | -13% | · | -18% | ·
O=C(c1ccccc1)N1CCOC(O)(c2ccccc2)C1c1ccccc1 (stereo unspecified) | -62%[inhibitor] | -10 | 0% | 19% | · | -23 | -53%[inhibitor] | 4%
COc1c2ccoc2c(OCC=C(C)C)c2oc(=O)ccc12 | ? | 9 | ? | 10% | -7% | -14 | -2% | 3%
Clc1ccc(C2=Nn3c(nnc3-c3n[nH]c4c3CCC4)SC2)cc1 | -12% | -6 | -4% | 3% | 20% | -19 | 16% | 3%
Cc1ccc(C(=O)Nc2ccc(Cl)c(-c3nc4ncccc4o3)c2)c(C)c1 | ? | 2 | · | · | 14% | · | 31% | ·
O=C(CCCn1c(=O)oc2ccccc21)NNC(=O)COc1ccc(F)cc1 | 7% | -1 | -3%[1.84 µM] | 2% | 26% | 10 | -8% | 0%
CCCCNC(=O)CCCn1c(=O)c2ccccc2n(CC(=O)Nc2ccccc2OCC)c1=O | 0% | 8 | · | · | -38% | · | 15% | ·
CN1CCN(C(=O)CCC(=O)O)CC1 | 1% | -2 | 4% | -2% | 4% | 13 | 9% | -3%

Compound profiles, as listed above. Order of screens: TDP-43 yeast inh	D3 ag	aSyn yeast inh	EPAC2 antagonist	FUS yeast rescue	DRD3 antagonist	Abeta rescue	EPAC2 ag
Shown for `CCOC(=O)c1cnc2c(ccc3ccccc32)c1Nc1ccc(C(C)=O)cc1` → 24%	7	·	·	-22%	·	-3%	·
Shown for `COc1c2ccoc2c(OCC=C(C)C)c2oc(=O)ccc12` → ?	9	?	10%	-7%	-14	-2%	3%

2 entries drawn at random from those above, as already listed:
SMILES | TDP-43 yeast inh | D3 ag | aSyn yeast inh | EPAC2 antagonist | FUS yeast rescue | DRD3 antagonist | Abeta rescue | EPAC2 ag
Cc1ccc(C(=O)Nc2ccc(Cl)c(-c3nc4ncccc4o3)c2)c(C)c1 | ? | 2 | · | · | 14% | · | 31% | ·
O=C(CCCn1c(=O)oc2ccccc21)NNC(=O)COc1ccc(F)cc1 | 7% | -1 | -3%[1.84 µM] | 2% | 26% | 10 | -8% | 0%

Remaining list, next part.
SMILES | TDP-43 yeast inh | D3 ag | aSyn yeast inh | EPAC2 antagonist | FUS yeast rescue | DRD3 antagonist | Abeta rescue | EPAC2 ag
Cc1nn(-c2ccccc2)c(Cl)c1/C=C/C(=O)c1ccc(O)cc1 | 1% | 4 | -11% | -1% | 21% | -19 | -3% | 0%
CCOC(=O)CCCCCC(=O)Nc1ccc2c(c1)CC(=O)N([C@@H](C)CO)C[C@H](C)[C@@H](CN(C)C(=O)Nc1ccc3c(c1)OCO3)O2 | -11% | 7 | 7% | -11% | 5% | 7 | -3% | -5%
Cc1ccc(C(O)c2ccncc2)cc1 (stereo unspecified) | -10% | 4 | 1% | -1% | 12% | -10 | 7% | -9%
CC(C)CN1C(=O)C(=O)N(CC(=O)N(C)CC(=O)Nc2ccc(F)cc2)C1=O | 15% | 2 | -5% | 0% | · | 4 | 2% | -1%
O=C(COC(=O)c1c(Cl)ccc(Cl)c1Cl)NC(=O)NCc1ccccc1 | 21% | 19 | 4% | 0% | · | 11 | -1% | -6%
CCCCN(C(=O)COc1ccc(NC(C)=O)cc1)C1CCS(=O)(=O)C1 (stereo unspecified) | -21%[0.397 µM] | 4 | -3% | -4% | 5% | -11 | 6% | 5%
Cc1cccc(N2CCN(C(=O)c3ccc4c(Cl)c5c(nc4c3)CCCC5)CC2)c1C | ? | -3 | · | · | 14% | · | -3% | ·
O=C(NCc1ccccc1)c1nc(-c2c(F)cccc2F)oc1-c1ccccc1 | 13% | 3 | -3% | -5% | -11% | -5 | 6% | 2%
CC(=O)N1CC2([N+](=O)[O-])CN(C(C)=O)CC([N+](=O)[O-])(C1)C2(C)C | 9% | -3 | -6% | 6% | -42% | -23 | -19% | 9%
COc1ccccc1CC(=O)Nc1cc2oc3ccccc3c2cc1OC | -9% | 2 | 1% | -6% | -1% | 7 | 13% | 11%
COc1ccc(N(C(=O)c2ccncc2)S(=O)(=O)c2ccc(OC)c(OC)c2)cc1 | 19% | -9 | ? | 3% | 5% | 0 | 6% | 4%
Cc1cc2n(n1)SC(Nc1cccc3ccccc13)N2 (stereo unspecified) | 13% | 5 | 1% | -4% | 30% | -24 | -9% | -2%
COc1cccc(NC(=O)CN(C)C(=O)CNC(=O)c2ccc(Oc3ccccc3)cc2)c1 | -4% | 4 | 7% | 4% | 27% | 0 | 8% | 10%
O=C(O)CCn1c2ccccc2c2nc3ccccc3nc21 | 7% | 8 | 12% | 3% | -1% | -6 | -4% | -3%
Clc1ccc(OCCn2ccnc2)c2ccccc12 | -17% | -3 | 2% | -2% | 8% | -9 | -10% | 1%
CCc1ccc2c(c1)-c1ccccc1S(=O)(=O)N2CC(=O)N1CCC(C)CC1 | 2% | -10 | · | · | 35% | · | 3% | ·
COC(=O)c1ccc(NC(=O)CC2C(=O)N(c3cccc(OC)c3)C(=O)N2Cc2ccco2)cc1 (stereo unspecified) | 5% | 6 | · | · | 24% | · | 11% | ·
CC(C(=O)N(C)CC(=O)Nc1ccccc1C(F)(F)F)N1C(=O)c2ccccc2C1=O (stereo unspecified) | 4% | 2 | -6% | 9% | -16% | 5 | 6% | 8%

Compound activity deposited in PubChem BioAssay by National Center for Advancing Translational Sciences (NCATS).
